# Bioassay records deposited in PubChem BioAssay by National Center for Advancing Translational Sciences (NCATS).
# TRb-SRC2 inh – TRbeta-SRC2 interaction inhibition; P10828; TRbeta-SRC2 peptide binding, fluorescence polarization; receptor liganded with 1 µM T3; Potency, µM (series often up to 106 µM), without a hit: top-dose activity change, negative = inhibition, most hits filed as inhibitors; 0.065% of 280,000 active; AID 1469;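 also: plate controls were bound peptide for no effect and peptide without receptor for full effect; nearly all actives have a fitted effect of over 50% in size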
# Target sequence (P10828 whole entry, looked up): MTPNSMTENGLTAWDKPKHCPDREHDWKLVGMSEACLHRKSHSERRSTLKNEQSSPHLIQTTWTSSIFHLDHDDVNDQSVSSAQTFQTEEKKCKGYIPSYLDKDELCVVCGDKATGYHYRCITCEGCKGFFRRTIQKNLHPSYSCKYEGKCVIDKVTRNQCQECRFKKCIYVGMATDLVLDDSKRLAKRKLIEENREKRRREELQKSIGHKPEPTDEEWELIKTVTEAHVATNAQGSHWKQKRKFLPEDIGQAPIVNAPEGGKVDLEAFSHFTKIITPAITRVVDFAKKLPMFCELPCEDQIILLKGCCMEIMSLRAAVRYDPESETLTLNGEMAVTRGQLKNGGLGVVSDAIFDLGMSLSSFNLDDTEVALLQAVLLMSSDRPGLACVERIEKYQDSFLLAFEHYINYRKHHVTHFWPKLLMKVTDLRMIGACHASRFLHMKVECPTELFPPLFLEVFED
#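 Compounds were added to 0.6 uM TRb ligand-binding domain and 20 nM Texas Red-labeled SRC2 peptide in Tris buffer containing 1 uM T3, incubated 5 hr at ambient temperature, then read by fluorescence polarization.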
# GAA glycogen – alters human alpha-glucosidase cleavage of glycogen. AID 2100. recombinant GAA, glycogen substrate, Amplex Red glucose oxidase fluorescence. 0.38% of 300,000 active. Potency, µM (top dose mostly 76.4 µM), for inactives: at the highest dose activity change, negative = inhibition, actives largely listed as inhibitors;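 also: 0% = full enzyme reaction and -100% = no-enzyme basal signal; the screen sought inhibitors and activators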
#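 Recombinant enzyme (4 nM final) with compounds titrated up to 77 uM and bovine liver glycogen (30 ug) in citrate pH 5.0, 0.01% Tween-20, 37 C 40 min. Released glucose detected by Amplex Red/glucose oxidase (Ex 573/Em 610); AC50 from Hill fits.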
# RECQ1 helicase – inhibitors of human RECQ1 DNA helicase; P46063; RECQ1 DNA unwinding, red fluorescence kinetic read; Potency, µM (highest dose often 57.3 µM), without a hit: at the top dose activity, negative = inhibition, usual class: inhibitors; 0.54% of 240,000 active; AID 2549;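 also: plate controls were vehicle for no effect and no enzyme for full effect; nearly all actives have a fitted effect of over 30% in size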
#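 RECQ1T1 50 nM; forked duplex (20 bp + 30-nt ss tails) 200 nM, ATP 2 mM final; pH 8.0, 2 mM MgCl2, 2.5 ug/ml poly(dI-dC); 15 min compound preincubation; discontinuous kinetic read over 2 h at RT.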
# TexasRed fluor – counter-screen for TRb-SRC2 inhibitors: fluorescence interference. AID 1479. TRb/SRC2 Texas Red total fluorescence interference. 0.29% of 280,000 active. Potency, µM (titrated, usually from 106 µM), inactives show top-dose fluorescence change, negative = quenching; active = well fitted curve in either direction with a large enough effect; inconclusive = small, poorly fitted or top-dose-only effect
#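 Flags fluorescent or light-absorbing compounds by total fluorescence, S + 2P, at 555 nm excitation and 632 nm emission. Mixture: 20 nM Texas Red SRC2 peptide, 0.6 uM human TRb LBD, 1 uM T3, 5% DMSO; compound exposure 5 h at ambient temperature.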
# Starred values were filed as active, the others as inactive; i = inactive; ? = inconclusive; · = not tested or not shown; [ ] = dose if it differs, or a comment. Unless noted, calls follow the shape of the dose curve; as a rule, active = well fitted curve in the direction sought with a large enough effect; inconclusive = small, poorly fitted or top-dose-only effect, or another doubt; inactive = no such curve, though single readings can be large; an effect the other way counts as inactive or inconclusive. Unless noted, % is scaled to controls: 0 for no effect and ±100 for the full control effect; potency is read from the fitted curve at half-maximal effect. This is a subset (hit frequency here may not be typical).
item	molecule	TRb-SRC2 inh	TexasRed fluor	GAA glycogen	RECQ1 helicase
1	CCc1ccc(S(=O)(=O)N/N=C\c2ccc([N+](=O)[O-])o2)cc1	·	·	-3%[76.3 µM]	·
2	COc1cccc(CNS(=O)(=O)c2ccc(S(=O)(=O)NC3CC3)cc2)c1	·	·	3%	·
3	O=C(NCc1ccccc1)/C(=C\c1ccccc1)NC(=O)c1ccco1	·	·	-5%[76.3 µM]	·
4	N#CCCNS(=O)(=O)c1ccc(C(=O)OCCCOC(=O)c2ccc(S(=O)(=O)NCCC#N)cc2)cc1	·	·	1%[76.3 µM]	·
5	CC(=O)NC(Cc1ccc(F)c(F)c1)C(=O)NC1CCN(S(=O)(=O)c2ccc(C)cc2)CC1 (centres undefined)	·	·	-5%[76.3 µM]	·
6	Cc1nc(NC(=O)CSC2=NCCS2)sc1C(=O)N(C)C	·	·	-10%[76.3 µM]	·
7	COc1ccc(-c2cc(C(=O)Nc3cccc(Cl)c3)no2)cc1	·	·	0%	·
8	Cn1cccc1-c1cc(C(=O)N/N=C/c2ccccc2Cl)[nH]n1	·	·	-6%[76.3 µM]	·
9	CCCn1c(SCC(=O)N2CCOCC2)nnc1-c1ccncc1	·	·	-1%[76.3 µM]	·
10	COc1ccc(NC(=O)c2cccc3cccnc23)cc1S(N)(=O)=O	·	·	-3%	·
11	Cc1cc(C)c(S(=O)(=O)Nc2ncn[nH]2)c(C)c1	·	·	0%[76.3 µM]	·
12	COC(=O)c1cc(C(=O)N2CCN(c3ncccn3)CC2)cc([N+](=O)[O-])c1	·	·	-2%	·
13	Cc1ccc(C(=O)N/N=C\c2cccnc2)s1	·	·	-2%[76.3 µM]	·
14	COCC(C)NS(=O)(=O)c1ccc(C(=O)NCCCn2ccc3ccccc32)cc1 (centres undefined)	·	·	4%	·
15	COc1ccc(/C=C2\SC(=S)N(CCC(=O)N(CCO)Cc3ccccc3)C2=O)cc1OC	·	·	3%	·

# Following part:
item	molecule	TRb-SRC2 inh	TexasRed fluor	GAA glycogen	RECQ1 helicase
16	COC(=O)[C@H](Cc1c[nH]c2ccccc12)NC(=O)NCc1ccc(OC)cc1	·	·	4%	·
17	COc1cc(/C=N/NC(=O)C(NC(=O)c2ccccc2)c2n[nH]c(=O)c3ccccc23)ccc1OCC(N)=O (centres undefined)	·	·	20%[76.3 µM]	·
18	COc1ccc(CNC(C)CCc2ccccc2)cc1 (centres undefined)	·	·	5%[76.3 µM]	·
19	O=c1[nH]c2ccccc2cc1CN(Cc1cccnc1)S(=O)(=O)c1ccc([N+](=O)[O-])cc1	·	·	-3%[76.3 µM]	·
20	CCOC(=O)c1sc(NC(=O)C2CC(=O)N(c3ccc(OCC)cc3)C2)nc1C (centres undefined)	·	·	-14%	·
21	Cc1cccn2c(=O)c3cc(C(=O)NCc4ccco4)c(=N)n(C4CCCC4)c3nc12	·	·	-3%	·
22	CCOC(=O)C1=C(CS(=O)(=O)c2ccc(Cl)cc2)NC(=O)NC1c1ccc(O)c(OC)c1 (centres undefined)	·	·	?	·
23	Cc1ccc(C)c(NC(=O)CSc2nnc(CNC(=O)c3ccco3)n2C)c1	·	·	10%	·
24	CCCn1c(SC(C)C(=O)NCC2CCCO2)nc2sc(CC)cc2c1=O (centres undefined)	·	·	1%[76.3 µM]	·
25	CCOC(=O)N1CCN(C(=O)CNC(=O)c2ccc(Br)cc2)CC1	·	·	-6%[76.3 µM]	·
26	CCOc1ccc(S(=O)(=O)n2cc(F)c(=O)[nH]c2=O)cc1[N+](=O)[O-]	·	·	-6%[76.3 µM]	·
27	O=C(CNC(=O)c1ccco1)Nc1cccc(Cl)c1	·	·	5%	·
28	CCOC(=O)CN1C(=O)N(c2ccccc2OC)S(=O)(=O)c2ccccc21	·	·	6%	·
29	CSCCC(NC(=O)c1ccc(Cl)cc1Cl)C(=O)NCc1ccccn1 (centres undefined)	·	·	0%[76.3 µM]	·
30	S=C(c1ccccc1)N1CCSCC1	·	·	-2%	·

# Other compounds follow.
item	molecule	TRb-SRC2 inh	TexasRed fluor	GAA glycogen	RECQ1 helicase
31	CC(C)(C)c1ccc(S(=O)(=O)N2CCC(N3CCCCC3)CC2)cc1	·	·	-17%	·
32	Cc1cc(F)ccc1NC(=S)NC1CCCC1	·	·	3%[76.3 µM]	·
33	O=C(N/N=C/c1cccc(OC(=O)c2ccccc2Cl)c1)c1cccnc1	·	·	-9%[76.3 µM]	·
34	COC(=O)COc1ccc(/C=N/NC(=O)CN(c2ccccc2OC)S(=O)(=O)c2ccccc2)cc1	·	·	3%	·
35	O=C(NCc1cccnc1)C12CC3CC(CC(C3)C1)C2	·	·	1%	·
36	Cc1nc2c(-c3ccc(F)cc3)cnn2c(N)c1-c1ccccc1	·	·	-9%	·
37	O=C(NC1CCCCCC1)c1cc2c(=O)n3ccccc3nc2s1	·	·	-10%[76.3 µM]	·
38	COc1ccc(N(CC(=O)NC2CC3CCC2C3)S(=O)(=O)c2ccc(C)cc2)cc1 (centres undefined)	·	·	6%[76.3 µM]	·
39	CSc1ccc(CC(=O)N2CCC(n3nccc3NC(=O)C3CC3)CC2)cc1	·	·	0%[76.3 µM]	·
40	CCc1nc2cccnc2n1-c1ccc(CC(=O)NCCOC)cc1	·	·	0%	·
41	CCCC(=O)c1ccc(N2CCN(C(=O)c3cccs3)CC2)c(F)c1	·	·	-6%	·
42	O=C(/C=C/c1ccc(F)cc1)NC(=S)NNC(=O)[C@H]1C[C@@H]1c1ccccc1	·	·	-2%[76.3 µM]	·
43	Clc1ccc(-c2nc3cc(CN4CCCCC4)ccc3o2)cc1	·	·	-12%	·
44	CC1CCN(S(=O)(=O)c2ccc(NC(=O)C3CC3)cc2)CC1	·	·	5%	·
45	COC(=O)c1ccc(COC(=O)c2cccn2C)o1	·	·	-14%	·

# Other structures:
item	molecule	TRb-SRC2 inh	TexasRed fluor	GAA glycogen	RECQ1 helicase
46	Cc1ccccc1S(=O)(=O)Cc1ccc(C(=O)NCCN(CC(C)C)CC(C)C)o1	·	·	3%	·
47	CC(C)CN(C(=O)CN(C)C(=O)Cc1ccccc1Cl)c1c(N)n(CC(C)C)c(=O)[nH]c1=O	·	·	2%[76.3 µM]	·
48	Cc1c(CCC(=O)N2CCC[C@H]2C(=O)O)c(=O)oc2cc3oc4c(c3cc12)CCCC4	·	·	-6%[76.3 µM]	·
49	COc1ccc(Nc2nc(-c3cccnc3)nc3ccccc23)cn1	·	·	-2%	·
50	CC1Oc2ccccc2C(=O)N(CC(=O)c2ccc3c(c2)OCCO3)C1=O (centres undefined)	·	·	0%[76.3 µM]	·
51	COc1ccc2nc(-c3ccc(N(C)C)cc3)sc2c1	·	·	·	i
52	CC1CCN(c2nc3ccccc3nc2C(F)(F)F)CC1	11%	0%	·	·
53	CCOc1ccc(OCC)c(NC(=O)c2cnn(-c3ccc(F)cc3)c2C2CCN(C(=O)OC(C)(C)C)CC2)c1	8%	-4%	·	·
54	CC(C)(C)OC(=O)N1CCC(c2c(C(=O)Nc3cccc(C(F)(F)F)c3)cnn2-c2ccc(F)cc2F)CC1	3%	-6%	·	·
55	COc1cc2c(cc1OC)C(COc1ccccc1OC)N(C(=O)c1ccc(S(=O)(=O)N3CCCC3)cc1)CC2 (centres undefined)	-4%	0%	·	·
56	Cc1cccc(NS(=O)(=O)c2ccc(NC(=O)N3CCCC3)cc2)c1	-4%	1%	·	·
57	COc1cccc(NC(=O)c2ccc(-c3nc(COc4ccccc4)c(C)o3)cc2)c1	-1%	-2%	·	·
58	CCN(CC)C(=O)Cn1c(=O)cc(C)c2c(C)nn(C)c21	-12%	0%	·	·
59	COc1cc(OC)cc(C(=O)Nc2nc(-c3nnn(-c4ccc(C)cc4)c3C)ns2)c1	3%	-2%	·	·
60	Cc1ccccc1CNS(=O)(=O)c1csc(C(N)=O)c1	-3%	-1%	·	·

# Structural class: the entries above containing fluorine (9)
item	molecule	TRb-SRC2 inh	TexasRed fluor	GAA glycogen	RECQ1 helicase
5	CC(=O)NC(Cc1ccc(F)c(F)c1)C(=O)NC1CCN(S(=O)(=O)c2ccc(C)cc2)CC1 (centres undefined)	·	·	-5%[76.3 µM]	·
26	CCOc1ccc(S(=O)(=O)n2cc(F)c(=O)[nH]c2=O)cc1[N+](=O)[O-]	·	·	-6%[76.3 µM]	·
32	Cc1cc(F)ccc1NC(=S)NC1CCCC1	·	·	3%[76.3 µM]	·
36	Cc1nc2c(-c3ccc(F)cc3)cnn2c(N)c1-c1ccccc1	·	·	-9%	·
41	CCCC(=O)c1ccc(N2CCN(C(=O)c3cccs3)CC2)c(F)c1	·	·	-6%	·
42	O=C(/C=C/c1ccc(F)cc1)NC(=S)NNC(=O)[C@H]1C[C@@H]1c1ccccc1	·	·	-2%[76.3 µM]	·
52	CC1CCN(c2nc3ccccc3nc2C(F)(F)F)CC1	11%	0%	·	·
53	CCOc1ccc(OCC)c(NC(=O)c2cnn(-c3ccc(F)cc3)c2C2CCN(C(=O)OC(C)(C)C)CC2)c1	8%	-4%	·	·
54	CC(C)(C)OC(=O)N1CCC(c2c(C(=O)Nc3cccc(C(F)(F)F)c3)cnn2-c2ccc(F)cc2F)CC1	3%	-6%	·	·

# Going on with the list:
item	molecule	TRb-SRC2 inh	TexasRed fluor	GAA glycogen	RECQ1 helicase
61	COc1ccc(-c2ccc(NS(=O)(=O)c3ccc(F)c(C(F)(F)F)c3)cc2)nn1	-4%	224µM*[quencher]	·	·
62	COc1ccc(C)cc1NC(=O)N1CCN(c2cc(-c3noc(C)n3)ccc2C)CC1	4%	?	·	·
63	Cn1cc(C(=O)O)c(=O)c2cc(S(=O)(=O)N3CCOCC3)ccc21	1%	0%	·	·
64	COc1ccc(-c2nc3sc(CCNC(=O)C(C)(C)C)c(C)n3n2)cc1	-3%	-1%	·	·
65	CCCOc1ccc(NC(=O)CC2C(=O)N(c3ccccc3)C(=O)N2Cc2ccco2)cc1 (centres undefined)	11%	0%	·	·
66	O=C(CSc1n[nH]c(-c2ccc(F)cc2)n1)NCc1ccccc1Cl	-4%	-2%	·	·
67	CC(C)C(=O)OC(=O)C(C)C	5%[201 µM]	-1%[201 µM]	·	·
68	Cc1c(NC(=O)c2ccccc2)cc(C(C)C)c(O)c1S(=O)(=O)c1ccc(Cl)cc1	4%	-2%	·	·
69	Cc1ccc(NC(=O)CCn2nc(C)c(S(=O)(=O)N3CCCCC3)c2C)cc1Cl	9%	-1%	·	·
70	COc1ccc(-c2cccc(NS(=O)(=O)c3ccc(C)s3)c2)nn1	-1%	-4%	·	·
71	COc1cc(NC(=O)CSc2nc3nc(C)c(Cc4ccc(C)cc4)c(C)n3n2)cc(OC)c1	1%	-1%	·	·
72	Cc1nn(C)c2c1c(-c1ccccc1)cc(=O)n2C(C)C(=O)NCCc1ccc(Cl)cc1 (centres undefined)	-3%	-10%	·	·
73	O=C(Nc1ccccc1C(=O)OCc1cc(=O)n2nc(C3CC3)sc2n1)c1cccc(Cl)c1	-7%	-1%	·	·
74	CCOCCCN(C(=O)Nc1ccc(Cl)cc1)C1CCN(C(C)=O)CC1	5%	0%	·	·
75	Cc1ccc(NC(=O)c2ncoc2-c2ccco2)cc1Cl	-2%	0%	·	·
76	COC(=O)c1ccccc1NC(=O)c1cnn(-c2ccc(F)cc2)c1-n1cccc1	-3%	1%	·	·
